FLuc act counter: affects firefly luciferase, flagging false hits in luciferase stimulation screens; ATPlite luciferase biochemical, luminescence, 10 min; 0 = ATP-free wells, 1 = DMSO control; activation factor at 10 µM; 200,000 tested, under 10 active; AID 1027;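 active = luciferase activation factor, scaled between plate controls, of at least 2 with compound at 10 µM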
Target sequence (P08659 whole entry, looked up): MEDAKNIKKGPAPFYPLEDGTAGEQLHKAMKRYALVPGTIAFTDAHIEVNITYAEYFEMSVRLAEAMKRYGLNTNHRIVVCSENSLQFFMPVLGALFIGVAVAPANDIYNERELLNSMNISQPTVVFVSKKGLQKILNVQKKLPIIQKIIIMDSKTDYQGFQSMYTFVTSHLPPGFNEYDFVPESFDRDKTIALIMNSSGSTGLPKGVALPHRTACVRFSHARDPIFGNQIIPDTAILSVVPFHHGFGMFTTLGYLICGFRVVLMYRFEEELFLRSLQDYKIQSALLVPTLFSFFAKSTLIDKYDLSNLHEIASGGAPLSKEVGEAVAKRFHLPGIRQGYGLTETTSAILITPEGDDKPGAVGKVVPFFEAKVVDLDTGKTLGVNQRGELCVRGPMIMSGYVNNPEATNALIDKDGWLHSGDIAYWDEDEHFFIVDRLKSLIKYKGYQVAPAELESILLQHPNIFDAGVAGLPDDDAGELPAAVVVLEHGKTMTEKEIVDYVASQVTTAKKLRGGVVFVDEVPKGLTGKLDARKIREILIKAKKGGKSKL
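Material: luciferase plus luciferin reagent, cell-free. Medium: PBS buffer for ATP. Also added: ATP substrate, dispensed from a 10.24 µM working solution in PBS. Doses: test compounds dosed from 2 mM stocks in 100% DMSO. Incubation: 10 min post-reagent at room temperature. Technique: light output (luminescence). Read-out basis: luminescence gain marking luciferase activators.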
STAT1 act: activators of IFN-gamma induced STAT1 signaling | hit rate 2.6% among 200,000 | activation (% of control), % at 5.5 µM | AID 932 | NIH 3T3 STAT1-luciferase reporter, luminescence; 100% = IFN-gamma alone, no compound;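 active = activation above the screen-wide mean activation plus 3 SD, cut at about 130% in these data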;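 note: raw ratio to IFN-gamma control signal so 100% means no change and 0% no light; values of inactives mirror those of a sister screen read the other way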
FLuc inh counter: counter-screen for luciferase assay inhibitors: firefly luciferase inhibition; P08659; ATPLite firefly luciferase biochemical luminescence, 10 min; inhibition, % at 10 µM; hit rate 1.5% among 200,000; AID 1006;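 active = inhibition above about 50% when tested at 10 µM, limit read from the data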
NF-kB expr up: raises NF-kB expression in human neuronal cells. NF-kB reporter expression; active compounds read high. fold change at 12.5 µM. hit rate 1.6% among 190,000. AID 1239; in the data active = fold change above about 3.3
APP 5UTR inh: APP translation inhibition. SH-SY5Y APP 5'UTR-luciferase reporter, luminescence. inhibition, % at 2 µM. hit rate 0.82% among 190,000. AID 1285;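 active = inhibition above a set limit, derived from the sample mean plus 3 SD, cut at about 45% in these data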; note: values of inactives mirror those of a sister screen read the other way
ROMK mod: human ROMK K+ channel modulation, primary screen. P48048. Tet-inducible ROMK, thallium flux fluorescence; actives lie on both sides. B-score at 10 µM. hit rate 2% among 130,000;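 active = signal ratio slope over the read window, or its plate-corrected B-score, at least 3 SD from the plate mean, either direction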;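 note: B-score of the F/F0 ratio slope over 7 to 12 s after thallium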
Target sequence (P48048 whole entry, looked up): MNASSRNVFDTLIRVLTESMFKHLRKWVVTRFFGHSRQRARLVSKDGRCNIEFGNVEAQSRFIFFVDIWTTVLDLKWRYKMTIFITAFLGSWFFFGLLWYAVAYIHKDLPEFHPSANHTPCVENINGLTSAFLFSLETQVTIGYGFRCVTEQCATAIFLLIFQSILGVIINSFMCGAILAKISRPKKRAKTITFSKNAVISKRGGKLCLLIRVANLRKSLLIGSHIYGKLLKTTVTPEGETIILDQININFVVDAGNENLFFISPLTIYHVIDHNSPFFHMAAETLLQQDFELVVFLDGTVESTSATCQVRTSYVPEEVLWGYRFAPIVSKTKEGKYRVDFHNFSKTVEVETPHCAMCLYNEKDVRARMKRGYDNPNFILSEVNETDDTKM
APP 5'UTR act: APP 5'UTR luciferase reporter activation; SH-SY5Y APP 5'UTR luciferase reporter, luminescence; zero percent = DMSO vehicle wells; activation, % at 2 µM; hit rate 1% among 190,000;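 active = activation above a set limit, based on mean plus 3 SD of controls, cut at about 140% in these data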; note: values of inactives mirror those of a sister screen read the other way
STAT1 inh: reduces IFN-gamma driven STAT1 reporter signal. NIH 3T3 STAT1-luciferase reporter, luminescence. inhibition, % at 5.5 µM. hit rate 0.35% among 200,000. AID 920;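 active = inhibition above a set limit, the mean inhibition across all tested compounds plus 3 SD, cut at about 34% in these data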;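 note: 0% = IFN-gamma with DMSO and 100% = IFN-gamma with 300 µM nifuroxazide; values of inactives mirror those of a sister screen read the other way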
STAT3 inh: inhibitors of IL-6 induced STAT3 signaling | U3A cells, IL-6 STAT3-luciferase reporter, luminescence; host cell line lacks STAT1 | inhibition, % at 5.5 µM | hit rate 0.89% among 190,000;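 active = inhibition above the mean inhibition across all screened compounds plus 3 SD, cut at about 44% in these data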;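 note: 0% = DMSO only wells and 100% = 100 µM nifuroxazide control wells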
STAT3 activator: STAT3 signaling activation. hit rate 0.91% among 190,000. activation (% of control), % at 5.6 µM. U3A cells, IL-6 STAT3-luciferase reporter, luminescence; 100% = signal with IL-6 EC80 alone;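 active = activation above the screen-wide mean of compound activation plus 3 SD, cut at about 130% in these data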;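 note: 0% = background luminescence of wells with medium and substrate only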
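Assay system – human STAT1-deficient U3A cells with stable STAT3-luciferase reporter · Also added – IL-6 (33 ng/mL) · Schedule – compound 1 h, then IL-6 6 h at 37 °C · Technique – reporter luminescence signal · Evaluation – % activation versus median of IL-6-stimulated wells · Benchmarks – IL-6-only wells as 100% reference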
* hit, by the source's call; . = no result given.

A first look:
No.	structure	ROMK mod	STAT3 activator	NF-kB expr up	FLuc act counter	STAT1 act	FLuc inh counter	STAT3 inh	APP 5'UTR act	APP 5UTR inh	STAT1 inh
1	COc1ccc(C(C#N)c2ccc(=O)[nH]n2)cc1 (configuration not stated)	0.65	106	0.83	1.1	100	-7	1	-9	9	-1
2	CCOC(=O)c1[nH]ncc1CN1CCN(Cc2ccccc2)C(CCO)C1 (configuration not stated)	.	101	1.4	1.1	88	-6	3	5	-5	12

Results, previewed entries included:
No.	structure	ROMK mod	STAT3 activator	NF-kB expr up	FLuc act counter	STAT1 act	FLuc inh counter	STAT3 inh	APP 5'UTR act	APP 5UTR inh	STAT1 inh
1	COc1ccc(C(C#N)c2ccc(=O)[nH]n2)cc1 (configuration not stated)	0.65	106	0.83	1.1	100	-7	1	-9	9	-1
2	CCOC(=O)c1[nH]ncc1CN1CCN(Cc2ccccc2)C(CCO)C1 (configuration not stated)	.	101	1.4	1.1	88	-6	3	5	-5	12
3	COC(=O)c1cc2ccsc2n1CC(=O)Nc1cc(C)cc(C)c1	1.3	96	1	1.1	93	-6	7	-6	6	9
4	Cc1cc(C(=O)Nc2nc3c(C)cccc3s2)c(C)o1	.	85	1.4	1.1	106	-6	21	17	-17	-7
5	Nc1nn(-c2ccccc2)c(N)c1N=Nc1ccccc1F	.	98	14*	0.6	219*	40	3	181*	-181	-133
6	Cc1c2c(n3c(nc4ccccc43)c1C#N)N(c1ccccc1)CC2	.	103	1.3	1	98	-2	-1	-5	4	2
7	Cc1cc(NC(=O)CSc2nc(N)c(NC(=O)c3ccccc3)c(=O)[nH]2)no1	-0.51	106	1.1	1	96	1	-8	11	-12	4
8	CCOC(=O)N1CCC(NC(=O)c2ccc3c(c2)sc2nc(-c4cccc(OC)c4)cn23)CC1	-1.1	87	0.5	1	102	3	20	13	-13	-3
9	Cc1noc(C)c1C(=O)OCC(=O)Nc1cccc(S(=O)(=O)N(C)C)c1	-0.81	97	1.2	0.9	102	14	2	4	-4	-3
10	CCOC(=O)C(Cc1c(F)cccc1Cl)c1ccnc2nc(N)nn12 (configuration not stated)	-0.49	98	1.1	1.1	102	-8	7	7	-7	-5
11	COC(=O)COc1cccc2c(=O)n(CC(=O)NCc3ccc(F)cc3)ccc12	.	.	1	1.1	106	-6	.	-73	73*	-8
12	COc1ccc(CCNC(=O)COc2ccc(S(=O)(=O)N3CCOCC3)cc2)cc1OC	.	99	0.97	1.1	101	-9	7	19	-19	-1
13	C/C(=N\Nc1cc(-c2ccccc2)nc(-c2ccc(Br)cc2)n1)c1cccc(N)c1	.	117	.	.	104	.	-10	14	-14	-5
14	Cn1cccc1C1(C(F)(F)F)NCCNC1=O (configuration not stated)	-0.1	105	1.1	1	101	-4	-2	-10	10	-3
15	COc1ccccc1N(CC(=O)NCC1CCCO1)C(=O)CNS(=O)(=O)c1ccc(C)cc1 (configuration not stated)	.	94	1.2	1.1	106	-6	10	1	-1	-7
16	Cc1nc2cc(NC(=O)N3CCCC3)ccc2n1C	0.48	97	1.1	1	106	-2	6	14	-14	-8
17	O=C(Cc1ccccc1)Nc1ccc(F)cc1	0.58	102	1.3	1	95	-1	0	34	-34	5
18	N#CC(c1ccc(Cl)cc1)N1CCOCC1 (configuration not stated)	-0.13	95	1.1	1	101	1	10	22	-22	-3
19	C[C@@H]1C(=O)O[C@@H]2[C@H](O)C34[C@H]5C[C@@H](C(C)(C)C)C36[C@H](OC(=O)[C@@H]6O)OC4(C(=O)O5)[C@@]12O (some centres not stated)	0.11	102	0.91	1.1	101	-10	-5	-13	13	-1
20	O=S1(=O)N=C(Nc2ccc(N3CCOCC3)c(Cl)c2)c2ccccc21	0.73	120	1.5	0.8	146*	20	-12	27	-27	-49
21	S=C(Nc1ccc(Br)cc1Cl)Nn1cnnc1	0.62	107	1.1	1	106	2	-2	18	-18	-9
22	O=C1c2ccccc2-c2c1cccc2C(=O)N(CCO)CCO	-0.28	103	1.1	1	97	-4	3	-26	26	3
23	CCc1ccc(NC(=O)CSc2ccccn2)cc1	-0.18	89	2.3	0.9	119	8	18	49	-49	-21
24	O=C(/C=C/c1cccc([N+](=O)[O-])c1)NCCN1CCOCC1	.	111	1.4	1.1	97	-9	-7	-5	5	3
25	Cc1cc([N+](=O)[O-])nn1CC(=O)NNC(=S)Nc1ccc(F)cc1	.	103	1.1	1.1	99	-8	6	10	-10	-1
26	CCOc1ccc(NC(=O)CSc2nc3c(c(=O)n2C)SC(C)C3)cc1 (configuration not stated)	.	92	1.4	1	83	-4	9	-2	2	16
27	COC(=O)c1cn(NC(=O)c2cnccn2)c(=O)c2ccccc12	.	88	0.65	1	98	-3	19	7	-7	3
28	COc1ccc(N=C2NC(=O)/C(=C\c3ccco3)S2)cc1	0.98	98	2	0.8	104	16	9	31	-31	-7
29	COc1ccc(Cl)cc1-c1csc(N)n1	-0.48	87	0.92	1	102	1	18	25	-25	-4
30	Cc1ccc(Cn2ccc(=O)c(Cc3c(Cl)cccc3Cl)c2C)cc1	.	104	0.96	1	100	0	7	-25	25	0
31	COc1cccc(-c2ccc(-c3noc(-c4ccccc4F)n3)c(OC)n2)c1	0.64	93	1.7	1	105	-1	7	-6	6	-5
32	CC1Cc2ccccc2N1Cc1nc2cc(Cl)ccc2c(=O)[nH]1 (configuration not stated)	0.9	129	0.89	1	103	-2	-31	-13	13	-4
33	O=c1c(Cl)c(N2CCOCC2)cnn1-c1ncc(C(F)(F)F)cc1Cl	0.13	97	1.2	1	107	-4	9	-4	4	-11
34	COc1ccc(OC)c(C(=O)N2CCC(C(=O)c3ccc(F)cc3)CC2)c1	.	123	1.1	1	104	-4	-24	9	-9	-4
35	Cc1nc2ccccc2c(=O)n1NC(=O)C1CC1	0.84	104	.	1	103	-3	2	-5	5	-3
36	O=c1[nH]c(SCc2ccccc2)nc2c1sc1ccccc12	-0.0046	97	1.2	1.1	102	-8	6	9	-9	-3
37	O=S(=O)(c1ccc(Br)cc1)N1CCN=C1SCc1cccnc1	-0.59	97	1.3	1	89	-4	9	19	-19	10
38	O/N=C1\CC(O)Cc2nonc21 (configuration not stated)	1.9	98	1	1	103	-4	6	8	-8	-3
39	N/C(=C/C(=O)c1ccccc1O)C(F)(F)F	.	96	1.2	1	93	-1	0	-4	4	8
40	CCCn1nnnc1NC(=O)c1cc(Br)ccc1OC	-0.13	104	1.1	1.1	98	-5	0	4	-4	1
41	CN1CC(=O)N(CC(=O)Nc2ccc(F)cc2)c2ccccc2C1=O	.	107	1.1	1	103	-4	-4	13	-13	-3
42	O=C(O)Cn1cc(C(=O)C2CC2)c2ccccc21	.	107	0.97	1.1	99	-7	-4	22	-22	1
43	Cc1ccc(N=Cc2nc(-c3ccco3)oc2O)cc1	.	98	3.5*	0.6	141*	36	5	75	-75	-44
44	O=C(O)c1cccc(N2C(=S)N=C(Nc3ccccc3)C23CCCCC3)c1	0.12	107	1.3	1.1	104	-8	3	20	-20	-7
45	CN1CCC2(CC1)Nc1nc(SCc3ccc(Cl)cc3)nn1C1=C2CN(C)CC1	.	102	0.88	1.1	102	-7	4	-2	2	0
46	CC1(C)C2CC=C(/C=N/NC(=S)Nc3cccnc3)C1C2 (configuration not stated)	-3.1*	107	1.1	1	103	1	-6	18	-18	-4
47	Cc1ccc(NC(=O)COC(=O)CCC(=O)c2cccs2)c(C)c1	.	102	1.2	1	97	-5	0	-10	10	2
48	COc1nn(CC(=O)N2N=C(C)CC2(O)C(F)F)cc1[N+](=O)[O-] (configuration not stated)	1.1	95	1.2	1.1	97	-5	9	-1	1	3
49	COc1cccc(C(=O)Nc2cc(NC(=O)c3ccco3)ccc2OC)c1	.	93	1.1	1	92	5	13	2	-2	9
50	CNC(=S)Nc1cc(OC)c(NC(=O)c2ccco2)cc1OC	.	99	1.2	1	98	-2	4	-10	10	0

Values in list order from above:
Compounds 41–50 in APP 5UTR inh read -13, -22, -75, -20, 2, -18, 10, 1, -2, 10
Compounds 41–50 in STAT1 act read 103, 99, 141*, 104, 102, 103, 97, 97, 92, 98

Later entries.
No.	structure	ROMK mod	STAT3 activator	NF-kB expr up	FLuc act counter	STAT1 act	FLuc inh counter	STAT3 inh	APP 5'UTR act	APP 5UTR inh	STAT1 inh
51	CS(=O)(=O)n1nc(-c2ccccc2)nc1N	0.41	104	1.1	1	96	0	-7	.	.	5
52	Cc1cc2ncn(CCOc3ccccc3C#N)c2cc1C	-2.2	93	0.9	1	100	-1	12	.	42	-1
53	CCCCC(CC)Cn1c(O)c(/C=C2\C=NN=C2c2ccccc2)sc1=S (configuration not stated)	.	110	1.2	1.1	104	-6	-10	-6	6	-4
54	CC(C)CNC(=O)c1cc([N+](=O)[O-])ccc1N1CCOCC1	-0.23	101	1.7	1.1	88	-6	7	-1	1	13
55	CCOc1ccc(Br)cc1C(=O)N/N=C/c1ccc([N+](=O)[O-])cc1	-0.23	80	1.4	1	105	-5	27	-20	20	-5
56	O=C(COC(=O)C1=COCCO1)Nc1ncc(C(F)(F)F)cc1Cl	0.02	102	0.99	1.1	98	-7	1	11	-11	2
57	N#C/C(=C(/O)COC(=O)CSc1ccc2ccccc2c1)c1nc2ccccc2[nH]1	.	109	3.5*	1	102	0	-4	8	-8	-2
58	COCCCNC(NC(=O)c1ccc(OC)cc1)C(Cl)(Cl)Cl (configuration not stated)	-0.29	100	0.93	1.1	96	-6	2	8	-8	2
59	CCOC(=O)c1c(C)[nH]c(N=Nc2cccc(OC)c2)c1C	0.51	89	1.2	0.7	198*	33	19	253*	-253	-108
60	O=C(Cc1ccc(Br)cc1)N1CCN(c2ccccn2)CC1	-2.1*	102	1.4	1	110	0	-4	-4	4	-11
61	CNC(=S)N1N=C(c2ccc(Br)cc2)CC1c1ccc(N(C)C)cc1 (configuration not stated)	0.41	100	1.1	1.1	102	-10	8	19	-19	-3
62	COCCN(C(=O)/C=C/c1ccccc1)c1nnc(-c2cccnc2)s1	-1	98	0.74	1.1	90	-8	8	11	-11	11
63	COc1ccccc1C(c1nnnn1CCc1ccccc1)N1CCN(c2ccccc2)CC1 (configuration not stated)	.	98	0.7	1.1	95	-7	7	3	-3	5
64	CNC(=O)c1cc(C(=O)c2ccccc2C(F)(F)F)c[nH]1	-0.19	95	1	1	88	-4	10	8	-8	10
65	CC(C)CCN(C(=O)CNC(=O)c1cccs1)C(C(=O)NC1CCCC1)c1ccncc1 (configuration not stated)	0.38	92	1.4	1	93	-4	16	-10	10	6
66	CCOc1ccc(C(=S)N2CCOCC2)cc1OCC	0.48	105	1.1	1.1	93	-6	-6	-14	14	3
67	O=C(Cn1nc(-c2ccc(Cl)cc2)c2ccccc2c1=O)Nc1cccnc1	.	118	0.87	1.1	93	-5	-20	-12	12	10
68	O=C(Nc1ccc2c(c1)OCO2)c1sc2cc(Cl)ccc2c1Cl	.	95	1.2	1	106	3	10	85	-85	-6
69	Cc1ccsc1/C=N/N1CCN(C2c3ccccc3-c3ccccc32)CC1	.	88	1.5	1.1	102	-10	25	-2	2	-2
70	O=C(C1CCN(S(=O)(=O)c2cccc3cccnc23)CC1)N1CCN(c2ccc(Cl)cc2)CC1	.	65	0.65	1	77	-5	47*	-15	15	26
